P. falciparum M17LAP = P. falciparum M17LAP inhibitors, primary screen, biochemical, fluorogenic H-Leu-NHMec substrate, 1536-well (AID 1619). 0.38% of 220,000 active. inhibition, % at 30 µM; hits with a dose series show IC50 in µM. recombinant M17LAP, H-Leu-NHMec fluorogenic kinetic assay; higher % means a stronger effect;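 active = compound inhibiting the enzyme by more than half at any dose during confirmatory dose-response retesting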;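 note: plate controls were full reaction with DMSO carrier for no effect and no enzyme background for full effect; strong numbers were not always called active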
Ins promoter up = MIN6 insulin promoter up-regulation. MIN6 insulin promoter-GFP reporter, high-content imaging; stronger effect = higher value. z-score at 5 µM. 0.3% of 190,000 active. AID 1625;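 active = z-score above 3 at 5 µM with at least 500 cells counted in the well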
b-catenin transl = alters nuclear translocation of beta-catenin in HeLa cells. immunofluorescence imaging. nuclear translocation activity, % at 5 µM. 0.3% of 190,000 active. AID 1665;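 active = nuclear translocation activity above 50% at 5 µM, with a well cell count of 50 or more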;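 note: per-cell ratio of nuclear to cytoplasmic median beta-catenin stain intensity; plate controls were DMSO negative control for no effect and GSK-3 inhibitor IX positive control for full effect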
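Technique: fluorescence imaging of beta-catenin antibody stain plus DAPI / Material: human HeLa cell line / Incubation: compound treatment 24 h, 37°C, 5% CO2 / Read-out basis: % activation of per-cell nuclear versus cytoplasmic median beta-catenin signal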
M1AAP inhibition = P. falciparum M1AAP inhibitors, biochemical, fluorogenic H-Leu-NHMec substrate, 1536-well (AID 1445); inhibition, % at 30 µM; hits with a dose series show IC50 in µM; recombinant M1AAP, H-Leu-NHMec fluorogenic kinetic assay; higher % means a stronger effect; 0.42% of 220,000 active;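 active = primary inhibition above the hit cutoff, then over 50% inhibition at one or more dose response concentrations, cut at about 23% in these data, passing the limit was not always enough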;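 note: plate controls were DMSO full reaction for no effect and no enzyme background for full effect; strong numbers were not always called active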
Dynein transport = dynein cargo transport inhibition | 3617.4 mouse cells, GR-EGFP nuclear translocation imaging; test concentration mostly 20 µM; stimulated with dexamethasone, 1 µM; stronger effect = lower value | z-score, hits read low | AID 1381 | 0.47% of 220,000 active;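 active = plate z-score of nuclear minus cytoplasmic receptor signal below a set negative limit, without overly bright fluorescence or cell loss, cut at about -3.5 in these data, passing the limit was not always enough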;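 note: z-score of nuclear minus cytoplasmic ring GR-EGFP intensity difference per well; some compounds called inactive have numbers as strong as hits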
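medium = tetracycline-free induction medium containing charcoal-stripped FBS | probe or stimulus = dexamethasone, 1.0 µM final | timing = 48 h induction, then 1 h compound, then 30 min agonist, 37 °C | detection = automated 10x imaging of fixed Hoechst-stained cells | read-out basis = nuclear versus cytoplasmic GR-EGFP signal, averaged per well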
MT stabilizer = microtubule stabilizers in HeLa cells | 0.83% of 200,000 active | HeLa tubulin immunostaining HCS, 24 h; share of cells brighter than vehicle mean+2SD | % tubulin-high responders, % at 10 µM;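 active = plate Z-score above 3 for both tubulin-high and condensed-nucleus cell shares, with cell loss under 80%, at 10 µM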;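 note: anti alpha tubulin signal scored within the nucleus-defined area of each cell; some results filed as inactive read as strong as hits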
ER stress rescue = rescue of cells from ER stress-induced death, primary screen, 384-well, CSM14.1, thapsigargin, ATP luminescence (AID 1222). CSM14.1 thapsigargin-induced death rescue, ATP luminescence; higher % means a stronger effect. cellular ATP content (survival), % at 20 µM, or EC50 in µM where a hit was titrated. 190,000 tested, under 10 active;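 active = EC50 below 50 µM in the dose-response confirmation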;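 note: death triggered by thapsigargin at about 15 µM added after 2 h compound pretreatment; cell ATP read after overnight thapsigargin exposure of roughly 18 to 22 hours; normalized against plate controls of thapsigargin alone and 5% DMSO vehicle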
UTI89 phage lysis = inhibition of K1F phage lysis, E. coli UTI89, bacterial capsule biogenesis inhibitors, alamar blue (AID 488966). inhibition, % at 100 µM, or IC50 in µM where a hit was titrated. E. coli UTI89 K1F phage lysis, alamar blue, 2 h; higher % means a stronger effect. 0.02% of 340,000 active;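 active = phage lysis inhibition, versus mean bacterial control, above a set limit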;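 note: capsule biogenesis inhibitors block K1F phage lysis so surviving cells raise fluorescence; higher fluorescence means more inhibition of phage lysis; actives were called in the ten point dose series up to 300 µM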
Autophagy HCS = alters autophagy in cells; MEF GFP-LC3 puncta imaging; test concentration mostly 10 µM; calls only at 10 µM (by protocol); 0.98% of 190,000 active; AID 463193;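 active = percentage of spot-positive cells more than 3 SD above its plate mean, without a fluorescence outlier flag or 80% toxicity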;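 note: spot-positive cell cutoff set from DMSO-treated cells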
Dynein transport cytoplasmic EGFP = recorded beside Dynein transport, whose call it bears; z-score; measured here: cytoplasmic GR-EGFP intensity; stronger effect = higher value
Dynein transport nuclear GR-EGFP = recorded beside Dynein transport, whose call it bears; z-score; measured here: nuclear GR-EGFP intensity;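 lower value marks the stronger effect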
Dynein transport cell count = further read-out of Dynein transport, marked with its call; z-score; measured here: cell count per field
Ins promoter up cell count = also measured in Ins promoter up; calls as there; cell count; measured here: cytotoxicity, nuclei count;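 total cells summed across four imaged fields per well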
b-catenin transl cell count 5 µM = recorded beside b-catenin transl, whose call it bears; cell count; measured here: cell count, cytotoxicity flag
MT stabilizer Hoechst-high % = also measured in MT stabilizer; calls as there; % Hoechst-high responders; measured here: nuclear condensation Hoechst responders;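 share of cells brighter than vehicle mean plus two SD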
MT stabilizer cytotoxicity % = further read-out of MT stabilizer, marked with its call; toxicity, %; measured here: cytotoxicity by cell density;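 0% = mean cell density of plate MIN control wells and 100% = no cells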
Autophagy HCS cell loss 18 h = further read-out of Autophagy HCS, marked with its call; toxicity, %; measured here: cell loss, nuclei count;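 cell loss after 18 h compound exposure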
* hit, by the source's call; i = inactive; nt = not tested or not shown; + = active, no number; [ ] = remark or other dose.

SMILES | P. falciparum M17LAP | Ins promoter up | Ins promoter up cell count | b-catenin transl | b-catenin transl cell count 5 µM | M1AAP inhibition | Dynein transport | Dynein transport cytoplasmic EGFP | Dynein transport nuclear GR-EGFP | Dynein transport cell count | MT stabilizer | MT stabilizer Hoechst-high % | MT stabilizer cytotoxicity % | ER stress rescue | UTI89 phage lysis | Autophagy HCS | Autophagy HCS cell loss 18 h
CCn1cc(CCC(=O)O)c(C)n1 | 16% | 0.06 | 1171 | -5.2 | 1117 | 4% | 0.33 | -0.22 | 0.23 | 0.66 | 2.8 | 1.9 | 6.4 | -1.2% | -0.6% | i | -13
Clc1cccc(NCc2cn3cccnc3n2)c1 | 6% | 0.78 | 1164 | -5.5 | 1098 | 5% | 0.1 | -0.36 | 0.17 | -0.074 | 2.0 | 2.0 | 3.5 | -0.2% | 0.1% | i | -11
CC(=O)OC1COC(N2CCc3ccccc32)C(OC(C)=O)C1OC(C)=O (stereo unspecified) | -5% | 0.16 | 1505 | -0.6 | 1118 | 3% | 0.45 | -0.16 | 0.5 | 0.31 | 2.2 | 1.8 | 13 | 0.7% | 1.0%[50 µM] | i | -7
CCn1c(SCC(=O)Nc2cc(C)on2)nnc1-c1c[nH]c2ccccc12 | -3% | 0.24 | 1373 | -1.4 | 1047 | -1% | -0.29 | -0.27 | 0.15 | 0.38 | 1.5 | 0.8 | 1.1 | -1.1% | -1.6% | i | 22
O=C1NN(c2ccc(F)cc2)C(=O)/C1=C/c1cccs1 | 32% | 0.66 | 1398 | -2.2 | 1045 | 10% | -0.068 | -0.26 | 0.014 | 1.4 | 1.8 | 1.0 | 5.4 | -2.0% | 0.7% | i | 6
CC(=O)NCCc1nc2ccccc2n1CCc1ccccc1 | -1% | -0.14 | 1530 | -0.7 | 945 | -4% | -0.93 | -0.019 | -0.36 | 1.1 | 2.6 | 1.4 | 6.6 | -1.8% | -0.4% | i | 6
CC1CCN(C(=S)Nc2ccc(SC(F)F)cc2)CC1 | -14% | 0.22 | 1326 | 0.1 | 976 | 0% | -0.41 | -0.28 | -0.67 | 0.44 | 4.0 | 2.6 | 6.9 | -0.2% | 1.0%[50 µM] | i | -1
CN(C)Cc1ccccc1C1(O)c2ccccc2CSc2ccccc21 (stereo unspecified) | -3% | nt | nt | 0.6 | 919 | 0% | 0.66 | -0.17 | 0.57 | -1.2 | 2.0 | 1.4 | 6.7 | -3.0% | 1.0% | + | -6.6*
CCOC(=O)C(NC(=O)CC)(Nc1sc(C)c(CC)c1C#N)C(F)(F)F (stereo unspecified) | 5% | -0.09 | 1495 | -2.4 | 535 | -3% | 0.49 | -0.09 | 0.52 | -0.81 | 3.3 | 1.9 | 4.5 | -1.4% | 4.9% | i | 6
Cc1ccc(C)c(N2CCN(C(=O)c3cc4ccccn4n3)CC2)c1 | -3% | nt | nt | -2.1 | 1057 | 3% | 0.31 | -0.33 | 0.49 | 0.44 | 7.6 | 1.8 | 4.2 | nt | 1.8% | nt | nt
O=c1c2ccccc2nc(N/N=C/c2ccc(O)cc2)n1O | 13% | 0.18 | 1707 | 0.7 | 1075 | 6% | -0.41 | -0.14 | 0.25 | 0.98 | 2.5 | 2.5 | 8.2 | -5.1% | -0.6% | i | 10
COc1cc2cc(CN(Cc3nnnn3Cc3ccccc3)CC3CCCO3)c(=O)[nH]c2cc1OC (stereo unspecified) | -42% | -0.13 | 1037 | -0.4 | 1119 | 17% | 0.79 | -0.13 | 0.73 | -1.5 | 4.1 | 2.0 | 4.9 | -0.9% | -0.3% | i | 0
COC(=O)Cc1cc(=O)n(-c2nc3ccccc3[nH]2)[nH]1 | 1% | 0.63 | 1139 | -2.9 | 1243 | -6% | -0.43 | -0.22 | -0.045 | 0.5 | 2.2 | 4.2 | 3.6 | -3.3% | -0.8% | i | -8
NC(=S)NNC(=O)c1cc(C(F)(F)F)cc(C(F)(F)F)c1 | 7% | -0.46 | 945 | -0.1 | 1303 | 13% | -0.24 | -0.27 | 0.18 | 0.41 | nt | nt | nt | nt | -0.5% | nt | nt
O=C(CCCCCN1C(=O)c2ccccc2C1=O)Nc1nccs1 | 4% | nt | nt | nt | nt | -3% | 2.3 | -0.12 | 0.95 | -1.1 | 2.4 | 1.9 | 11 | 2.4% | -0.7% | i | 12
CN(/N=C/C=C/c1ccccc1)c1cc(=O)n(C)c(=O)[nH]1 | 16% | -0.35 | 1360 | -4.1 | 1139 | 11% | -0.72 | -0.28 | -0.5 | 0.17 | 1.4 | 3.8 | 8.9 | 0.2% | 1.4%[50 µM] | i | -9
C=CCC(=O)N1CCCC(CCC(=O)NCc2ccccc2F)C1 (stereo unspecified) | 16% | 1.8 | 1406 | -2.7 | 1080 | 9% | -0.7 | -0.36 | -0.4 | 0.75 | 4.9 | 1.4 | 8.0 | 0.8% | -0.4% | i | -10
Cc1cccc(NC(=S)N/N=C/c2ccc3c(c2)OCO3)c1 | 3% | 0.51 | 1272 | nt | nt | 6% | 2.6 | 0.56 | 1.9 | -2.8 | 5.2 | 2.8 | 11 | -5.4% | 5.4% | i | 3
O=C(Nc1ccc(Cl)cc1)Nc1ccccc1CC[N+](=O)[O-] | 8% | -0.05 | 967 | 1.3 | 1065 | 1% | -0.071 | -0.35 | -0.21 | 0.76 | 2.4 | 2.1 | 4.9 | -0.1% | -2.5% | i | -3
Cc1cc(C)n(CC(=O)N2c3ccccc3Sc3ccccc32)n1 | 2% | -0.22 | 1139 | -0.4 | 1107 | 10% | -0.55 | -0.21 | -0.62 | 0.16 | 3.5 | 2.5 | 4.4 | nt | 0.3% | i | -5

The list goes on (2 carried over from the part before).
SMILES | P. falciparum M17LAP | Ins promoter up | Ins promoter up cell count | b-catenin transl | b-catenin transl cell count 5 µM | M1AAP inhibition | Dynein transport | Dynein transport cytoplasmic EGFP | Dynein transport nuclear GR-EGFP | Dynein transport cell count | MT stabilizer | MT stabilizer Hoechst-high % | MT stabilizer cytotoxicity % | ER stress rescue | UTI89 phage lysis | Autophagy HCS | Autophagy HCS cell loss 18 h
O=C(Nc1ccc(Cl)cc1)Nc1ccccc1CC[N+](=O)[O-] | 8% | -0.05 | 967 | 1.3 | 1065 | 1% | -0.071 | -0.35 | -0.21 | 0.76 | 2.4 | 2.1 | 4.9 | -0.1% | -2.5% | i | -3
Cc1cc(C)n(CC(=O)N2c3ccccc3Sc3ccccc32)n1 | 2% | -0.22 | 1139 | -0.4 | 1107 | 10% | -0.55 | -0.21 | -0.62 | 0.16 | 3.5 | 2.5 | 4.4 | nt | 0.3% | i | -5
COc1ccc(C(=O)Oc2cc3c4c(c2)C(C)=CC(C)(C)N4C(=O)C3=O)cc1OC | -2% | 0.55 | 1370 | 0.6 | 1121 | 3% | -0.76 | -0.31 | -0.56 | 0.98 | 2.9 | 1.3 | 6.7 | -3.1% | 5.1% | i | 1
O=C(CN1CCN(Cc2ccccc2)CC1)NC(c1ccccc1)c1ccccc1 | -3% | 0.25 | 847 | 0.6 | 1344 | -8% | -0.66 | -0.78 | -0.6 | 0.67 | nt | nt | nt | nt | 0.1% | nt | nt
S=C(Nc1ccc(Oc2ccccc2)cc1)N1CCN(c2ccccn2)CC1 | 3% | 0.15 | 1532 | -0.5 | 1534 | 9% | 1.2 | -0.22 | 1.1 | -0.59 | 4.2 | 1.9 | 6.7 | 1.3% | 0.6% | i | 13
Cc1nnc(NC(=O)C2CCCCC2)s1 | 6% | 0.52 | 1277 | 1.8 | 904 | -2% | -0.079 | -0.19 | 0.24 | 0.87 | 4.3 | 2.6 | 1.5 | -1.3% | -0.2% | i | 2
CC(C)NC(=O)c1ccc(C(C)C)cc1 | 4% | -0.1 | 1017 | -0.8 | 1243 | -1% | -0.16 | -0.85 | -0.41 | 0.43 | nt | nt | nt | nt | 1.1% | nt | nt
CCOC(=O)C1=C(C)Nc2nc(SCC)nn2C1c1ccc(OC)cc1 (stereo unspecified) | -3% | nt | nt | -3.0 | 1186 | 1% | -1.3 | -0.23 | -0.69 | 0.76 | 1.1 | 1.2 | 9.2 | -1.2% | 0.0% | i | -10
O=C(c1ccc2c(=O)n(Cc3ccc4c(c3)OCO4)c(=S)[nH]c2c1)N1CCCCC1 | -7% | 2.5 | 1181 | -2.2 | 823 | 9% | 1.6 | -0.31 | 0.99 | -0.84 | 4.5 | 3.2 | 11 | -0.6% | 1.4% | i | -12
O=C(Nc1nc2c(F)cc(F)cc2s1)C1COc2ccccc2O1 (stereo unspecified) | -4% | -0.95 | 1199 | -1.0 | 1320 | 7% | -0.16 | -0.24 | 0.53 | 0.0033 | nt | nt | nt | nt | -1.8%[50 µM] | nt | nt
Cc1oc(-c2ccccc2F)nc1CSCC(=O)NCc1ccc2c(c1)OCO2 | 3% | -0.08 | 1520 | -1.3 | 1354 | 5% | -1.1 | -0.32 | -0.49 | 0.76 | 4.0 | 3.7 | 4.9 | -0.5% | 0.2% | i | 11
COc1cccc(C(=O)Nc2c3c(nn2-c2cccc(C)c2C)CS(=O)C3)c1OC (stereo unspecified) | 10% | 0.16 | 1376 | -2.7 | 1419 | 0% | -0.35 | -0.21 | -0.0028 | 0.84 | 3.2 | 2.5 | 7.1 | -1.6% | 4.3% | i | -7
NC(=O)c1oc2ccccc2c1NC(=O)c1ccco1 | -4% | 0.57 | 1909 | -0.7 | 1083 | 2% | 0.21 | -0.18 | 0.35 | 0.16 | 2.4 | 2.1 | 10 | -0.8% | -1.9% | i | 10

High-throughput results as filed in PubChem BioAssay.
